Bioassay records as filed in PubChem BioAssay.
Vif-A3F inh: blocks the Vif interaction with APOBEC3F; HeLa A3F-eYFP + Vif (tagged APOBEC3F with the HIV-1 protein that degrades it), YFP fluorescence increase; Potency, µM (series often up to 46.1 µM), inactives show at the top dose activity, negative = active; 390,000 compounds, 0.2% hits; further: potency means the concentration at half of the fitted maximal effect; % of control where 0% means no effect; nearly all actives have a fitted effect of over 65% in size
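HeLa cells stably expressing Vif plus C-terminally eYFP-tagged A3F were seeded, incubated overnight at 37 deg C, dosed with compound, incubated overnight again at 37 deg C. Yellow fluorescence (Ex 488/Em 500-530) reported blocked Vif-mediated A3F-eYFP degradation.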
D2 PAM: positively modulates the human D2 dopamine receptor allosterically; P14416; HEK293 T-REx D2, calcium flux, EC20 dopamine potentiation; potentiation, % at 10 µM; 340,000 compounds, 0.34% hits; AID 485347;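 active means potentiation over 3 SD above the plate norm, cut at about 30% in these data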; further: 0% is about no effect
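Primary screen. Calcium kinetics in induced HEK293 T-REx D2 cells: compound pre-addition 180 s, EC20 dopamine, 180 s more.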
LDHA block: inhibitors of human lactate dehydrogenase A. P00338. purified LDHA, NADH/diaphorase-resazurin fluorescence; active compounds read low. activity change, % (values are at about 110 or 230 µM). 480,000 compounds, 0.15% hits. AID 1347041; in the data active means activity change below about -30%; inconclusive means mostly about -25% to -30%;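 further: plate controls were DMSO wells for no effect and wells without enzyme for full effect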
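LDH5 2 nM; NADH 0.06 mM, pyruvate 0.2 mM; 200 mM Tris pH 7.4, EDTA, Tween-20; 5 min RT. Detection: diaphorase 0.133 mg/mL + resazurin 37 µM, fluorescence ex540/em590 at 0 and 20 min; normalized to enzyme-free and DMSO wells.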
Glioma ERSR ind: induces the endoplasmic reticulum stress response in human glioma cells; 420,000 compounds, 0.02% hits; AID 602332; U87-MG GRP78 promoter luciferase reporter, 16 h; Potency, µM, for inactives: at the highest dose activation, hits mostly activators; further: potency means the concentration at half of the fitted maximal effect; series mostly up to about 76 µM; % of control where 0% means no effect; nearly all actives have a fitted effect of over 35% in size
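Stably transfected U87-MG glioma cells carrying a GRP78-based luciferase sensor; 16 h compound incubation. Luminescence end-point read 10 min after Bright-Glo addition at room temperature.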
D1 antag: human D1 dopamine receptor antagonism; P21728; HEK293 TREx D1 cells, calcium flux, dopamine EC80; active compounds read low; activity change, negative = inhibition, % at 10 µM; 360,000 compounds, 3.2% hits; AID 504652; in the data active means activity change below about -30%; further: on the % scale 0 is the no-effect control and ±100 the full control effect
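Tetracycline-induced HEK293 T-REx cells with force-coupled D1 receptor were loaded with a no-wash calcium dye. Compound was added after a 10 s baseline and read kinetically for 180 s; EC80 dopamine was then added and calcium flux followed another 180 s.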
D1 potentiator: enhances dopamine response at the human D1 receptor | P21728 | HEK293 TREx D1 cells, calcium flux, dopamine EC20 potentiation | potentiation, % at 10 µM | 360,000 compounds, 0.036% hits | AID 504651; in the data active means potentiation above about 30%; further: 0% is about no effect
D1 agonist: human D1 receptor agonism; AID 504660; 360,000 compounds, 1% hits; HEK293 T-REx D1 cells, calcium flux, agonist mode; activation, % at 2 µM; P21728; in the data active means activation above about 30%; further: 0% is about no effect
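Inducible HEK293 T-REx D1 cells, force-coupled to calcium signalling, were plated at 4000 cells/well with tetracycline and held overnight at 30 C. After no-wash calcium dye loading, compound-evoked calcium rise over 180 s flagged agonists.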
Vif-A3G inh: blocks the Vif interaction with human APOBEC3G; Q9HC16; HeLa A3G-eYFP + Vif (tagged APOBEC3G with the HIV-1 protein that degrades it), YFP fluorescence, overnight; AID 602310; Potency, µM (series often up to 46.1 µM), inactives show at the top dose activity, negative = active, usual class: inhibitors; 410,000 compounds, 0.076% hits;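 further: potency means the concentration at half of the fitted maximal effect; on the % scale 0 is the no-effect control and ±100 the full control effect; nearly all actives have a fitted effect of over 60% in size; hits raise eYFP signal because A3G escapes Vif-driven loss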
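HeLa cells stably expressing Vif and C-terminally eYFP-tagged A3G, seeded overnight at 37 deg C, then exposed to compound by pintool overnight at 37 deg C. Rise in yellow fluorescence (Ex 488/Em 500-530, Acumen) marks blocked Vif-driven A3G degradation.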
RXFP1 ag: activates the human relaxin receptor RXFP1 | Q9HBX9 | HEK293T-RXFP1 cAMP TR-FRET, 30 min; response scale: percent of porcine relaxin response, buffer zero | Potency, µM (series often up to 57.5 µM), for the others: at the top dose activation, usual class: activators | 370,000 compounds, 0.3% hits; further: potency means the concentration at half of the fitted maximal effect; on the % scale 0 is the no-effect control and ±100 the full control effect; nearly all actives have a fitted effect of over 60% in size; many of its hits are not listed in these tables
Target sequence (Q9HBX9 whole entry, looked up): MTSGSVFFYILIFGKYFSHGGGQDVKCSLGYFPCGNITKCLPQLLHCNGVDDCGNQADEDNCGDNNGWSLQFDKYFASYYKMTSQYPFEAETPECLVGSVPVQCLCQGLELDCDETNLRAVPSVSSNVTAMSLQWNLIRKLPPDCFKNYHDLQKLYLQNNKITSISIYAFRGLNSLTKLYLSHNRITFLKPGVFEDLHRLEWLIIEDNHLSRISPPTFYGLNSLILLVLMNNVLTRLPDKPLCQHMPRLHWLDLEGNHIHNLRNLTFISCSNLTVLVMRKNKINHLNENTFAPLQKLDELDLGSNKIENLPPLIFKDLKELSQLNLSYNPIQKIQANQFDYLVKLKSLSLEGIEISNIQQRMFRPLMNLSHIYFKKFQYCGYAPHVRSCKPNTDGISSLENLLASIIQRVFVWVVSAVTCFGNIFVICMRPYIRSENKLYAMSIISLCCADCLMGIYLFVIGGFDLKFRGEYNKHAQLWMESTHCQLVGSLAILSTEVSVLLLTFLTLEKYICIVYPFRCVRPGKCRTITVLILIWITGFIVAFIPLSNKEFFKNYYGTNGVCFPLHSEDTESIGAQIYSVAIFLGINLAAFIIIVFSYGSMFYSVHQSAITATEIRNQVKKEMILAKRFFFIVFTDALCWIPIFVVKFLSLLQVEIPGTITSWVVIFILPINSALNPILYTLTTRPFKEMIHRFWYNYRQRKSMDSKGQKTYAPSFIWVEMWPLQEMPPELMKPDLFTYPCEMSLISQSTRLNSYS
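HEK293 cells stably expressing RXFP1, treated 30 min at 37C with compounds plus PDE4 inhibitor Ro 20174; cAMP measured by HTRF TR-FRET. Normalized to buffer and 29 nM porcine relaxin; EC50 by Hill fit.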
An asterisk follows results filed as active; ? = inconclusive; . = no result given; & = joins results of further samples. Unless noted, the call rests on the fitted dose curve; in most records, active means well fitted curve in the direction sought with a large enough effect; inconclusive means small, poorly fitted or top-dose-only effect, or another doubt; inactive means no such curve, though single readings can be large; an effect the other way counts as inactive or inconclusive. These rows are one share of the data (hit frequency here may not be typical).

SMILES | Vif-A3F inh | D2 PAM | LDHA block | Glioma ERSR ind | D1 antag | D1 potentiator | D1 agonist | Vif-A3G inh | RXFP1 ag
COc1cccc(C(C(=O)NC2CCCC2)N(Cc2cccnc2)C(=O)Cc2cccs2)c1 (stereo not given) | 10% | 10 | -9 | -2% | 2 | 3 | 4 | -1% | -0.4%
COc1cc2c(=O)n(CCCN3CCOCC3)c(=S)[nH]c2c(OC)c1OC | 5% | 15 | -2 | 5% | 5 | -1 | 0 | -6% | 5.9%
O=C(NCCc1ccc(Cl)cc1)C1CCN(S(=O)(=O)N2CCCC2)CC1 | -6% | 10 | 0 | -1% | -18 | -12 | 1 | 0% | 1.2%
Cc1ccc(S(=O)(=O)c2c(N)n(Cc3ccco3)c3nc4ccccc4nc23)cc1C | 2% | 6 | -5 | -3% | 2 | -4 | 92* | -8% | 2.9%
CCOC(=O)c1cc(-c2cccs2)nc2c1c(C)nn2-c1ccccn1 | 4% | -1 | -5 | -6% | 1 | -4 | 2 | -14% | 6.1%
O=C(C1CC1)N1CCCC(c2ccc(Cl)cc2)=N1 | -1% | -1 | -3 | 1% | -27 | -8 | 2 | -1% | 3.7%
Nc1ccc(S(=O)(=O)Nc2nccs2)cc1N=Nc1ccccc1[N+](=O)[O-] | 4% | . | -8 | 0% | . | . | . | -4% | .
Cc1c(Cl)cccc1NC(=S)NCC(O)c1ccccc1 (stereo not given) | -2% | 11 | -3 | 6% | -1 | -4 | 0 | -1% | -1.7%
O=C(CCn1c(SCC(=O)NCc2ccco2)nc2ccccc2c1=O)NCCc1ccccc1 | -2% | 5 | -3 | 0% | -14 | -6 | 1 | -4% | 1.1%
CC(=O)Cc1nsc(NC(=O)c2ccccc2Cl)n1 | -6% | 0 | -6 | 0% | -30 | -3 | 2 | -1% | -1.9%
Cn1nnnc1SCC(=O)Nc1ccc(S(=O)(=O)N2CCOCC2)cc1 | 0% | 7 | 0 | -2% | -12 | 2 | 0 | 2% | 0.3%
CCOC(=O)C(Cc1ccc(NC(C)=O)cc1)N1C(=O)c2ccccc2C1=O (stereo not given) | -6% | 2 | -2 | 0% | -13 | -3 | 7 | 10% | -0.2%
Cc1ccc(Cl)cc1-n1ncc2c(Nc3ccc4c(c3)OCCO4)ncnc21 | 0% | 12 | 3 | -8% | -9 | -4 | 0 | -2% | 4.2%
CC(C)CCNC(=O)CCC(=O)NNc1nc2ccccc2c2nc(-c3ccccc3)nn12 | 0%&-15% | 9&2 | 1&-7 | -2%&-1% | -5&-9 | -2&0 | -1&-1 | -4%&-8% | -1.3%&-1.6%
NS(=O)(=O)c1ccc(CCNC(=O)c2cc(-c3ccco3)nc3ccccc23)cc1 | 4% | 5 | -9 | -1% | -19 | -6 | 0 | 2% | 3.2%
Cc1cc(C)cc(NS(=O)(=O)c2ccc3[nH]c(=O)ccc3c2)c1 | -21% | -5 | -2 | -1% | -13 | -4 | 6 | -5% | 1.2%
C1CCN(CC2CCCCN2)CC1 (stereo not given) | -2% | . | -2 | -6% | . | . | . | 1% | .
Clc1cc(Br)ccc1NCc1cccnc1 | 4% | 15 | 1 | 4% | 4 | 0 | 0 | 3% | 3.8%
CC(=O)Oc1ccc(C(=O)O)c(OC(C)=O)c1 | 2% | 8 | -5 | -1% | -5 | -5 | 2 | 0% | -3.8%
CC(=O)NC(Cc1ccccc1C)C(=O)NC1CCN(C(=O)c2cccc(C)c2)CC1 (stereo not given) | -2% | 7 | 0 | -5% | 18 | 5 | 1 | -1% | -1.6%
COc1cc(NC(=O)[C@@H]2CCCN2S(=O)(=O)c2cccc3cccnc23)cc(OC)c1OC | -6% | 11 | -1 | -2% | -20 | -7 | 3 | 0% | -0.5%
O=C(Nc1ccc(Cl)c(C(F)(F)F)c1)N1CCCC(O)C1 (stereo not given) | -2% | 4 | -11 | 4% | -5 | 0 | 12 | -1% | -1.3%
Cc1ccc2c(c1)N(C(=O)C1CCN(S(=O)(=O)c3c(C)noc3/C=C/c3ccccc3F)CC1)CCO2 | -4% | -4 | -9 | -3% | -39* | 0 | 10 | 8% | -3.1%
COc1ccc(OCC(=O)Nc2cccc3cccnc23)cc1 | -3% | -11 | 0&3 | 2% | 9 | 12 | 3 | -2% | 4.8%
CCn1cc(C(=O)N2CCN(c3ccccn3)CC2)c(=O)c2cc(S(=O)(=O)N3CCC(C)CC3)ccc21 | -5% | -1 | 2 | -2% | -12 | -3 | -2 | 0% | -2.0%
C[C@H]1CN([C@@H](C)CO)C(=O)c2cc(-c3cccc(C#N)c3)cnc2O[C@H]1CN(C)C(=O)c1ccccn1 | -1% | . | -5 | -5% | . | . | . | 1% | .
COc1cc(NC(=O)Cn2c(=O)cc(C)c3c(C)nn(-c4ccc(C)cc4)c32)cc(OC)c1 | -1% | 13 | -1 | 0% | -2 | -5 | 3 | 1% | 6.4%
O=C(O)/C=C/c1ccccc1[N+](=O)[O-] | -9% | 11 | 0 | 0% | 3 | -3 | 0 | 0% | 1.4%
Cc1nc(-c2ccc(S(=O)(=O)N3CCOCC3)cc2)cs1 | 2% | 2 | 0 | -1% | -15 | 0 | 4 | -1% | -0.8%
CC(C)Cc1nnc(NC(=O)CCC(=O)Nc2ccc(Cl)cc2)s1 | 18% | -4 | -11 | -3% | 12 | -9 | 2 | 6% | 2.3%
Cc1ccc(CNC(=O)COC(=O)C2CCC2)cc1 | -5% | . | -3 | 0% | . | . | . | 0% | .
O=C(Cc1ccccc1)Nc1ccc(NC(=O)c2ccco2)cc1 | 3% | . | -13 | 0% | 23 | 5 | 1 | -4% | 0.7%
COc1ccc(-n2c(=O)c3ccccc3n(Cc3ccc(F)cc3)c2=O)cc1OC | -3% | 3 | -7 | -2% | 3 | -1 | 5 | -11% | 4.0%
C[C@@H]1CN([C@H](C)CO)C(=O)CCCn2nncc2CO[C@@H]1CN(C)S(=O)(=O)c1ccccc1 | -8% | . | -6 | -3% | . | . | . | 1% | .
Cc1cc(C(=O)CSc2nc(N)cc(=O)[nH]2)c(C)n1CCc1ccc(Cl)cc1 | -4% | -22 | -6 | -5% | -11 | 0 | 0 | -9% | 2.1%
CCOC(=O)c1sc(NC(=O)CSc2nnc(Cc3ccccc3)o2)c(C(=O)OCC)c1C | 6% | 1 | 1 | -2% | 10 | 5 | 5 | -1% | 2.1%
CSc1ncnc2c1ncn2CCCNCC1CCCCC1 | 0% | . | 1 | -4% | . | . | . | 2% | .
O=C1Cc2cc(S(=O)(=O)Nc3cccc(F)c3)ccc2N1 | 0% | 15 | 0 | -4% | 18 | 4 | 2 | -6% | 1.6%
COc1cccc(C(=O)NCCN2CCN(c3ccccc3)CC2)c1 | 1% | . | 0 | -1% | -1 | -2 | 1 | 0% | 1.8%
CCN1C(=O)c2ccccc2S(=O)(=O)c2ccc(C(=O)NCCOC)cc21 | 17% | -8 | 0 | -3% | 16 | 6 | 2 | 0% | 0.1%
Cc1ccc(C2C3CN(C(C)C)CC=C3C(C#N)=C(N)C2(C#N)C#N)cc1 (stereo not given) | ? | -6 | 9 | -6% | 3 | -5 | 26 | -25% | 2.5%
CC(C)CCn1c(N2CCOCC2)nc2c1c(=O)n(CC(N)=O)c(=O)n2C | 2% | -11 | -5 | -4% | -58* | -10 | 1 | -4% | 2.1%
CCCn1c(NCc2ccc(C)o2)nc2ccccc21 | -7% | -8 | -5 | -2% | -1 | 1 | 1 | -1% | 0.2%
CCOc1ccc2nc(NCCNC(=O)C(C)(C)C)c(C)cc2c1 | 6% | 7 | -12 | -4% | 14 | -2 | 2 | 0% | 0.4%
CCc1nnc(NC(=O)CSc2nnc(Cc3cc(=O)[nH]c(=O)[nH]3)n2-c2cccc(OC)c2)s1 | -12% | 3 | -6 | 0% | 0 | 2 | 8 | 4% | 2.5%
COc1ccc(C(=O)c2cc([N+](=O)[O-])ccc2N2CCCC2)cc1 | -10% | 5 | -2 | -3% | 7 | 7 | -1 | ? | 0.7%
Cc1cc(NC(=O)CCC(=O)N(C2CC2)C(C(=O)NC(C)(C)C)c2ccccc2Cl)no1 (stereo not given) | -5% | . | -6 | -1% | 30 | -5 | 1 | -4% | 1.8%
Cc1ccc(Nc2nc(C(=O)N3CCC(C(=O)NC(C)C)CC3)cs2)cc1 | 13% | -3 | -3 | -2% | 6 | -5 | 2 | -1% | 1.0%
Cc1ccc(C)c(S(=O)(=O)NC(C)C(=O)Nc2ccc(-c3nc4ccccc4s3)cc2)c1 (stereo not given) | -5% | 14 | -1 | 3% | 0 | -1 | 6 | 2% | 11%
Cc1c(NC(=S)NC(=O)c2ccco2)c(=O)n(-c2ccccc2)n1C | 4% | 3 | -11 | -3% | 8 | 6 | 0 | 0% | -0.9%
Cc1cc(C)n(-c2nc(NCCN(C)C)c3c4c(sc3n2)COC(C)(C)C4)n1 | -3% | -15 | 2 | -3% | -4 | -6 | 3 | 3% | -3.7%
O=S(=O)(NCC1(N2CCOCC2)CCCCC1)c1ccc(F)c(F)c1F | 0% | 15 | -4 | -4% | 11 | 10 | 3 | 0% | 0.8%
C=CCN1C(=O)c2ccc(C(=O)N3CCN(S(=O)(=O)c4ccc(C(C)C)cc4)CC3)cc2C1=O | 7% | 1 | -6 | -3% | 10 | -8 | 4 | 0% | 0.2%
COc1ccc(CN(C)C(=O)c2cccc(S(=O)(=O)NCc3ccccc3)c2)cc1F | -1% | . | -1 | -1% | . | . | . | -4% | .

Only D1 antag (two entries from above):
Structure	D1 antag
Cc1c(NC(=S)NC(=O)c2ccco2)c(=O)n(-c2ccccc2)n1C	8
Cc1cc(C)n(-c2nc(NCCN(C)C)c3c4c(sc3n2)COC(C)(C)C4)n1	-4
